PKA-R2B act – activators of human PKA-R2B complex | P22694+P31323 | PKA-R2B holoenzyme dissociation, Cy5-IP20 fluorescence polarization; R2B truncated from residue 108, S112A mutant; 0% DMSO only, 100% 113 µM cGMP | activation, % at 11.4 µM | hit rate 0.079% among 340,000 | AID 504700;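 active = activation above a cutoff set at the mean over all compounds plus 3 SD, cut at about 18% in these data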;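 also: higher means more holoenzyme dissociation and a rise in polarization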
Target sequence (P31323 whole entry, looked up, other chains not shown, the tested form may be a part): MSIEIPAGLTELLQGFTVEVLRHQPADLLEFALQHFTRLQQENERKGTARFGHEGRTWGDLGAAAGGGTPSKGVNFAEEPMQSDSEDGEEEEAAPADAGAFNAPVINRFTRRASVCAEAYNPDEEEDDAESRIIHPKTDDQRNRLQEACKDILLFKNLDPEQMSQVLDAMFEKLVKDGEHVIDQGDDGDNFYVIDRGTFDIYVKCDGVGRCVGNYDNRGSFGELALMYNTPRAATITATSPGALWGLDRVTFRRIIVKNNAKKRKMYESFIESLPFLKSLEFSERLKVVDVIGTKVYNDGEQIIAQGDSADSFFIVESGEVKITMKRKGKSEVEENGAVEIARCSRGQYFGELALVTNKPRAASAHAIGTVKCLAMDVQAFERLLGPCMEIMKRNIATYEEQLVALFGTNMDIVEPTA
CDK5 inh – blocks human CDK5/p35 kinase activity; inhibition, % at 10 µM; Recombinant CDK5/p35, ADP-Glo luminescence, 60 min; Q00535+Q15078; AID 488839; hit rate 0.01% among 330,000;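 active = highest replicate inhibition of at least 50% and at least 75% of replicates reaching 50%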;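 also: plate controls were DMSO neutral control for no effect and GW8510 at 10 µM for full effect; many of its hits are not listed in these tables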
Tat transport – inhibitors of E. coli Tat protein transport; E. coli MC4100 TorA-mCherry Tat export, fluorescence; inhibition, % at 10 µM; hit rate 0.036% among 340,000; AID 488895;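 active = mean replicate inhibition at least 50% and at least half of replicates individually reaching 50%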;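 also: exported cargo escapes ClpAP degradation while cytoplasmic cargo is degraded and loses fluorescence; 0% = median of neutral control wells and 100% = median of NaSCN control wells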
DAGLB inhibitor – diacylglycerol lipase beta (human) inhibition. Q8NCG7. HEK293T DAGLB membrane lysate, EnzChek fluorogenic substrate. inhibition, % at 5.17 µM. hit rate 0.059% among 340,000; in the data active = inhibition above about 34%;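 also: 0% = enzyme with vehicle and 100% = wells lacking enzyme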
Ecoli viability – reduces bacterial viability in AddAB counter-screen; E. coli V3065 growth, OD600 absorbance, 18 h; inhibition, % at 11.9 µM; hit rate 0.27% among 330,000;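 active = inhibition above the campaign's mean inhibition across all tested compounds plus 3 SD, cut at about 9.9% in these data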;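 also: uninfected addAB+ strain grown without phage in ampicillin broth; 0% = DMSO wells and 100% = ciprofloxacin 0.95 µg/ml wells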
phage Ecoli inh – E. coli growth loss with phage present; growth absorbance; inhibition, % at 11.9 µM; AID 651602; hit rate 0.26% among 360,000; in the data active = inhibition above about 11%
HTR5A inv ctr – counter-screen for OPRM1-OPRD1 inverse agonists: human HTR5A inverse agonism | P47898 | HTR5A cell line, luminescence | inhibition, % at 9.3 µM | hit rate 0.083% among 340,000; in the data active = inhibition mostly above about 23%, no sharp cut-off; inactive = mostly below about 18%;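 also: 0% = cells with DMSO and 100% = no-cell wells with DMSO; some compounds called inactive have numbers as strong as hits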
Target sequence (P47898 whole entry, looked up): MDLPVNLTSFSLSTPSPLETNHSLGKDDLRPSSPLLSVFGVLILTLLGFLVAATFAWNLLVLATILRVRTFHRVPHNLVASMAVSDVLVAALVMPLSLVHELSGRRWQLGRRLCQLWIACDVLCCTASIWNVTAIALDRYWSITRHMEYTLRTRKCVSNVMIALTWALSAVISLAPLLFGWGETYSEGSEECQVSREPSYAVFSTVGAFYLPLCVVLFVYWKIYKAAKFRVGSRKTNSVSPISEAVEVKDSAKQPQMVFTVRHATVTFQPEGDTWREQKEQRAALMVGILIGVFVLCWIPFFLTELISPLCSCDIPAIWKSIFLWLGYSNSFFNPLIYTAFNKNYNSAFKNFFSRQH
PKA-R1A activ – activators of PKA-R1A complex; hit rate 0.083% among 340,000; P00514+P68181; PKA-R1A dissociation, Cy5-IP20 fluorescence polarization; scaled: DMSO 0%, 113 µM cGMP 100%; activation, % at 11.4 µM;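 active = percent activation above the mean of all tested compounds plus 3 SD, cut at about 19% in these data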;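 also: higher means more PKAc released from R1A so a rise in polarization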
Mot1-301 SUMO – inhibitors of SUMOylation pathway: yeast Mot1-301 growth rescue; AID 2716; hit rate 1% among 320,000; growth rescue, % at 18.8 µM; S. cerevisiae Mot1-301 growth rescue, ATP luminescence, 38.5C; percent above DMSO median, 100 means doubled;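 active = every valid replicate shows activation above 250% relative to neutral control wells; inactive = the rest, any valid replicate at or below 250%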;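 also: OY570 slx delta 5 strain wells were the positive control but not used for scaling; some compounds called inactive have numbers as strong as hits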
AddAB inh – less growth of phage-infected E. coli with AddAB. AID 435030. inhibition, % at 11.9 µM. hit rate 0.29% among 330,000. E. coli expressing H. pylori AddAB, absorbance growth; in the data active = inhibition above about 12%;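 also: 0% = vehicle wells of infected cells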
HTR5A ag ctr – counter-screen for OPRM1-OPRD1 agonists: human HTR5A agonism | HTR5A agonist assay, luminescence, cell-based | activation, % at 9.3 µM | P47898 | hit rate 0.61% among 340,000 | AID 504692; in the data active = activation mostly above about 9.5%, no sharp cut-off; inactive = mostly below about 7.6%;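 also: 0% = cells with vehicle only and 100% = reference agonist; strong numbers were not always called active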
Active calls of the source: *; i = inactive; / = not tested or not shown; + = active, no number. Not a hit list; about 2.3% have a hit in one of these screens.

SMILES | PKA-R2B act | CDK5 inh | Tat transport | DAGLB inhibitor | Ecoli viability | phage Ecoli inh | HTR5A inv ctr | PKA-R1A activ | Mot1-301 SUMO | AddAB inh | HTR5A ag ctr
CN(C(=O)CO/N=C/c1ccc(OC(F)F)cc1)C1CCS(=O)(=O)C1 (stereo unspecified) | -4 | 0.2 | 2 | -2 | -1.3 | 5.3 | -11 | -1 | 37 | 1.0 | 4
COc1ccc(C(=O)Nc2nc3ccccc3c(=O)[nH]2)cc1 | -4 | 1.7 | -6 | -2 | -1.9 | 2.6 | -16 | -9 | 1 | -1.4 | 1
CCOC(=O)CN1C(=O)S/C(=C/c2cc(C)n(-c3ccccn3)c2C)C1=O | 2 | -1.9 | -8 | -8 | 1.9 | 1.4 | 15 | 1 | -7 | 0.1 | 0
Cc1nnc(C)n1/N=C/c1cccc(Oc2ccccc2)c1 | -5 | -0.5 | 13 | 1 | 0.4 | 2.8 | 21 | -11 | 3 | -0.9 | -6
O=C(NC(=S)Nc1cccc2cccnc12)c1ccccc1 | -17 | 0.5 | -2 | -3 | -4.2 | -1.6 | 12 | -7 | 0 | -5.8 | 1
NC(=S)N=Nc1c(O)n(CC(=O)Nc2ccccc2)c2ccccc12 | -1 | -0.2 | -3 | 2 | 0.3 | -0.5 | -7 | 3 | -3 | 0.4 | 2
COc1ccc(/C(O)=C2/C(=O)C(=O)N(CCCN(C)C)C2c2ccc(Cl)cc2)cc1OC (stereo unspecified) | -3 | 0.1 | -7 | 0 | 4.4 | -0.1 | 17 | -4 | -15 | 2.8 | 2
COc1ccc(C(=O)CN2C(=O)NC3(CCCc4ccccc43)C2=O)cc1OC (stereo unspecified) | -10 | -4.9 | 34 | 4 | 1.8 | 4.0 | 2 | -6 | -32 | 2.6 | -1
O=C(NCc1ccco1)c1ccc(Oc2ccccc2)cc1 | 1 | 0.1 | 11 | -7 | -1.9 | 2.6 | -14 | 2 | / | 4.9 | -4
Cc1ccccc1NS(=O)(=O)c1cc(C(=O)N2CCCC2)ccc1C | 1 | -2.9 | 6 | 3 | -1.1 | -0.5 | 2 | 0 | 1 | -0.3 | -1
COc1ccc(/C=C/C(=O)NCc2nc3ccccc3[nH]2)cc1OC | 2 | 0.7 | -6 | -1 | 2.3 | 5.9 | 3 | -4 | i | 0.2 | -1
Cc1ccc(N2CCN(C(=O)c3cccs3)CC2)c(C)c1 | -1 | -0.3 | -2 | -4 | -1.1 | -0.9 | 1 | 8 | -13 | 2.5 | 0
Cc1ccc(NC(=O)COc2ccc(S(=O)(=O)N3CCOCC3)cc2)cc1 | 4 | -0.9 | 5 | -1 | -1.4 | 1.6 | 0 | -9 | 8 | 1.1 | 0
Cc1cc(C)nc(CCNC(=O)c2cc(COc3ccc(F)cc3F)on2)n1 | 0 | 0.1 | -7 | 2 | -0.3 | 6.3 | -10 | -6 | 0 | -1.1 | 4
Cc1ccc(CCC(=O)Nc2ccc([N+](=O)[O-])cc2Cl)o1 | 1 | -0.2 | -12 | -6 | -2.2 | 6.0 | 8 | 5 | 1 | 1.3 | -2
CCOC(=O)C1=CC[C@@H](c2cc3cc(OC)ccc3n2C)N(S(=O)(=O)c2ccc(C)cc2)[C@H]1C(=O)OCC | -9 | -0.7 | 7 | 3 | 1.8 | 2.0 | -10 | -2 | 15 | 1.1 | 4
CCC1(CC)CNC(=O)NC1=O | -5 | -0.1 | 6 | 1 | / | 2.7 | -7 | -9 | / | / | 2
O=C(c1ccco1)N1CCn2cccc2C1c1ccccc1 (stereo unspecified) | 6 | 1.2 | -3 | 0 | 1.2 | 1.1 | 3 | -4 | 51 | 1.5 | -1
Cc1cc(C(=O)Nc2ccc(Br)cn2)sc1C | -6 | 1.4 | -10 | -7 | 3.5 | 2.3 | 5 | -9 | 70 | 1.8 | -2
CCc1ccc2[nH]c3nc(SCc4nnc(-c5ccccc5)o4)nnc3c2c1 | -6 | 1.9 | -3 | 2 | -2.1 | 1.1 | -13 | -9 | 9 | -1.6 | 4
CCC(C)NS(=O)(=O)c1ccc(F)c(C(=O)Nc2c(F)cc(F)cc2Br)c1 (stereo unspecified) | -3 | 0.0 | -5 | -1 | 0.9 | 2.0 | 0 | 0 | -5 | -3.1 | 0
Cn1sc(NC(=O)c2ccc(Cl)cc2)nc1=O | 3 | 0.0 | -6 | 1 | 3.4 | 0.9 | 5 | -3 | 8 | 1.1 | -2
COc1ccc(CNC(=O)C[C@H]2C(=O)N(Cc3ccc(OC)cc3)C[C@@H]2Cc2ccccc2)cc1 | -1 | -2.7 | 7 | -2 | 0.0 | -3.4 | -16 | 2 | 9 | 3.4 | 0
CC(C)On1c(SC(C)C)nc2ccccc2c1=O | 1 | -4.3 | -6 | -4 | 1.0 | 2.5 | -8 | -5 | -18 | 2.8 | 5
CC1(C)CC(=O)C(C(c2cccnc2)C2C(=O)CC(C)(C)CC2=O)C(=O)C1 | -3 | -1.9 | 3 | 0 | 0.3 | 2.0 | 1 | -2 | -7 | 1.5 | 0

The list continues:
SMILES | PKA-R2B act | CDK5 inh | Tat transport | DAGLB inhibitor | Ecoli viability | phage Ecoli inh | HTR5A inv ctr | PKA-R1A activ | Mot1-301 SUMO | AddAB inh | HTR5A ag ctr
OCC[C@H]1C[C@H](O)[C@@H](O)[C@@]2(Cc3ccccc3CO2)O1 | -4 | -0.8 | 17 | -3 | 2.7 | 2.1 | 11 | 0 | 7 | 4.7 | 7
CCOc1cccc(-c2nnc3sc(-c4cccs4)nn23)c1 | 1 | 0.6 | 4 | -7 | -1.6 | 0.9 | -5 | -13 | -40 | 2.6 | -3
CCCN(CCC)C(=O)/C=C/c1cccc([N+](=O)[O-])c1 | -2 | -1.1 | -3 | 0 | -0.4 | 0.3 | -8 | -9 | -13 | -2.2 | 2
COc1ccc(-c2csc(NC(=O)c3ccoc3C)n2)cc1 | -15 | 0.5 | 5 | -4 | 0.2 | 3.0 | -4 | 6 | 199 | 0.4 | -2
Cc1ccc(-n2c(C)nnc2SCC(=O)N2CCc3ccccc3C2)cc1C | 1 | -0.4 | 1 | 2 | 0.0 | 3.5 | -23 | -7 | 1 | -1.6 | 4
COc1cc(SC)ccc1C(=O)N1CCCCCC1 | 1 | 0.7 | -5 | 1 | -0.4 | 1.9 | 1 | -3 | + | -2.2 | -1
Cc1ccc(SCCNC(=O)c2ccc(C)c([N+](=O)[O-])c2)cc1 | 6 | 1.0 | 12 | -14 | 1.2 | 5.2 | -15 | -11 | -6 | 2.9 | -1
CCC(C)[C@H](N)C(=O)NC[C@H]1CC[C@H](C(=O)N[C@@H](Cc2ccccc2)C(=O)O)CC1 (stereo partly specified) | -4 | 1.4 | 1 | -1 | / | 0.3 | -14 | -10 | -9 | / | 4
CCOC(=O)CN1C(=O)C(=O)N(Cc2c(F)cccc2Cl)C1=O | 3 | -0.5 | 6 | -1 | -0.6 | 0.3 | 0 | 4 | 7 | -0.1 | 0
COc1ccc(-c2nnc(SCc3nnc(-c4ccccc4)o3)n2-c2ccccc2)cc1 | 1 | 0.7 | 0 | 4 | -2.2 | 1.9 | 23 | -14 | 18 | 1.1 | 1
CCOC(=O)c1c(NC(=O)Cn2cnc3sc(C)c(-c4ccccc4)c3c2=O)sc(C)c1C | -12 | -1.8 | -10 | -4 | -2.5 | 0.7 | 11 | -4 | -7 | -2.8 | -4
O=C1CCCN2N=C(SCC(=O)Nc3ccccc3C(F)(F)F)SC2=N1 | 3 | 1.4 | 1 | 1 | 0.0 | 1.7 | -7 | 9 | -3 | 3.7 | 3
O=S(=O)(c1ccccc1)N1CN(Cc2ccc(F)cc2)c2nc3ccccc3nc21 | 0 | -0.9 | -2 | -3 | 3.7 | 2.6 | 2 | -3 | -24 | 2.8 | -1
COc1ccccc1NS(=O)(=O)c1cc(C(=O)NCC(c2ccco2)N(C)C)ccc1C (stereo unspecified) | -7 | -0.7 | 1 | 3 | -1.4 | 1.9 | 5 | -6 | -4 | -1.9 | -2
Cn1c(CC(=O)Nc2ccccc2F)nnc1SCC(=O)Nc1ccccc1Br | -7 | -0.4 | 4 | 0 | 0.4 | -2.1 | -13 | 1 | 223 | 6.1 | 5
N=c1ccn(Cc2ccc(Cl)cc2)cc1 | -10 | 0.6 | 5 | -1 | 0.8 | 2.2 | -33 | -11 | 4 | 2.2 | -2
CCOC(=O)c1[nH]c2ccccc2c1NC(=S)Nc1ccccc1C | 5 | 0.2 | -9 | 0 | 4.5 | 3.0 | -16 | 4 | 10 | 4.2 | 5
Nc1cc(=O)[nH]c(SCC(=O)Nc2ccccc2-c2ccccc2)n1 | -8 | 0.2 | 6 | 0 | -2.0 | 1.1 | 1 | 3 | 2 | 3.8 | 0
CCOC(=O)C1=C(COC(=O)CNC(=O)c2ccc(C)cc2)NC(=O)NC1C (stereo unspecified) | 6 | -4.2 | 28 | 2 | -2.5 | 1.6 | 5 | -15 | 3 | -3.4 | -1
O=C(Nc1ccc(Br)cc1)Nc1cnccn1 | 4 | 2.6 | -6 | -1 | / | 4.8 | -3 | 4 | / | / | 1
CC(OC(=O)c1ccc(NS(=O)(=O)c2cccs2)cc1)C(=O)N(C)C1CCCCC1 (stereo unspecified) | -5 | -0.2 | 6 | 4 | -2.3 | 3.5 | -20 | 9 | -9 | -1.0 | 8
Brc1ccc(-c2nnc3sc(CNC4CCCC4)cn23)cc1 | 3 | 1.3 | -5 | 1 | -1.8 | -0.1 | -30 | -4 | 180 | 0.5 | 10
Cc1ccc(NC(=O)CSc2nnc(-c3ccco3)o2)c(C)c1 | -7 | -0.6 | 8 | -2 | -1.1 | 3.1 | -15 | -16 | -1 | -1.7 | 5
Cc1nnc(NC(=O)CSc2nnc(Cc3cccn3C)n2-c2ccccc2)s1 | 10 | 0.2 | -2 | 2 | -0.3 | 2.1 | -13 | -1 | -8 | 0.5 | 4
CCOC(=O)N1CCN(C2CCCN(C(=O)c3ccccc3C(F)(F)F)C2)CC1 (stereo unspecified) | 0 | 2.2 | 2 | 0 | / | -1.5 | -1 | -12 | / | / | 6
CCOc1ccc(CNC(=O)C2CCCN(c3nnc(C)c4c(C)n(-c5ccccc5)nc34)C2)cc1 (stereo unspecified) | -2 | 0.2 | 0 | 0 | -0.8 | 0.9 | 6 | -4 | -2 | 1.6 | 7
Cc1sc2ncnc(N[C@@H](CCC(=O)O)C(=O)O)c2c1C | -5 | -0.1 | 0 | 2 | 0.5 | 0.7 | 1 | 2 | / | -1.7 | 0

Reprinted at random: 3 entries already listed, in no set order.
SMILES | PKA-R2B act | CDK5 inh | Tat transport | DAGLB inhibitor | Ecoli viability | phage Ecoli inh | HTR5A inv ctr | PKA-R1A activ | Mot1-301 SUMO | AddAB inh | HTR5A ag ctr
CC(OC(=O)c1ccc(NS(=O)(=O)c2cccs2)cc1)C(=O)N(C)C1CCCCC1 (stereo unspecified) | -5 | -0.2 | 6 | 4 | -2.3 | 3.5 | -20 | 9 | -9 | -1.0 | 8
N=c1ccn(Cc2ccc(Cl)cc2)cc1 | -10 | 0.6 | 5 | -1 | 0.8 | 2.2 | -33 | -11 | 4 | 2.2 | -2
COc1ccccc1NS(=O)(=O)c1cc(C(=O)NCC(c2ccco2)N(C)C)ccc1C (stereo unspecified) | -7 | -0.7 | 1 | 3 | -1.4 | 1.9 | 5 | -6 | -4 | -1.9 | -2
